Compound activity from PubChem.
hIAP act: human IAP activation. 330,000 compounds, 0.16% hits. activation factor at 10 µM. purified human IAP, CDP-Star luminescence, 30 min; hits give high values; 1 = vehicle-only enzyme, 0 = enzyme-free background. P09923;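 active = activation factor of the enzyme at least 2-fold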; note: the source names both 10 and 20 µM as test concentration; values of inactives mirror those of a sister screen read the other way
Target sequence (P09923 whole entry, looked up): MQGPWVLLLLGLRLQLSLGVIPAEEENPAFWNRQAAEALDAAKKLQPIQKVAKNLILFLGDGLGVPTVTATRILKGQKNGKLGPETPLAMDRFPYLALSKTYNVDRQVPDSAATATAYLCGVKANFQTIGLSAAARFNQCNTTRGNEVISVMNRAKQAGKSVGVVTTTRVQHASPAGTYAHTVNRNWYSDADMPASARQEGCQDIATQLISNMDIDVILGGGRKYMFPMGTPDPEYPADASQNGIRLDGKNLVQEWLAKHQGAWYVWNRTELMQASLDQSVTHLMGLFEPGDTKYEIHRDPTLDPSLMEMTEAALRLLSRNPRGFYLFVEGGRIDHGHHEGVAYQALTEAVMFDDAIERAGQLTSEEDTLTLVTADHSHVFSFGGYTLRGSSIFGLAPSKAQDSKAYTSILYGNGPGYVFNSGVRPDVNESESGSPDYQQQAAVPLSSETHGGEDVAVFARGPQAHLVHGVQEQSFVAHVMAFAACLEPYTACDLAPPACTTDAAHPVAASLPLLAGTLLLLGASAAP
hIAP block: human IAP inhibition. 330,000 compounds, 0.12% hits. P09923. purified IAP, CDP-Star luminescence, 30 min. inhibition, % at 10 µM. AID 2544;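 active = inhibition reaching a set limit with compound at 10 µM in the primary screen, cut at about 35% in these data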;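 note: plate controls were DMSO wells with enzyme for no effect and no-enzyme buffer wells for full effect; values of inactives mirror those of a sister screen read the other way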
GRIN3A LBD mod: modulators (binders) of human NR3A ligand-binding domain; NR3A LBD differential scanning fluorimetry, Tm shift; 0% = protein alone, 100% = glycine-bound protein; Tm shift relative to glycine control, % at 25 µM; 340,000 compounds, 2.5% hits; AID 1259313;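 active = melting temperature shift of at least 10% of the positive control shift, at one fixed dose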
beta cell repl: inducers of beta-cell replication in MIN6 cells | MIN6 cells proliferation, ATPlite luminescence, 48 h; cells starved in 0.2% serum; 100% = growth in 10% serum | 330,000 compounds, 0.29% hits | proliferation, % at 10 µM;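 active = compounds whose signal lies at least 3.5 SD above the mean of all wells on their plate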;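 note: 0% = DMSO-treated cells in low-serum medium and 100% = 10% serum control; some compounds called inactive have numbers as strong as hits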
A3G deaminase: blocks human APOBEC3G single-stranded DNA deamination | Q9HC16 | recombinant A3G, ssDNA deamination FAM/TAMRA fluorescence | inhibition, % at 20 µM | 330,000 compounds, 0.28% hits;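 active = inhibition of at least 40% at 20 µM, with no more than 30% in the related APOBEC3A deaminase screen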;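 note: plate controls were DMSO wells with A3G for no effect and wells lacking A3G enzyme for full effect; some compounds called inactive have numbers as strong as hits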
Target sequence (Q9HC16 whole entry, looked up): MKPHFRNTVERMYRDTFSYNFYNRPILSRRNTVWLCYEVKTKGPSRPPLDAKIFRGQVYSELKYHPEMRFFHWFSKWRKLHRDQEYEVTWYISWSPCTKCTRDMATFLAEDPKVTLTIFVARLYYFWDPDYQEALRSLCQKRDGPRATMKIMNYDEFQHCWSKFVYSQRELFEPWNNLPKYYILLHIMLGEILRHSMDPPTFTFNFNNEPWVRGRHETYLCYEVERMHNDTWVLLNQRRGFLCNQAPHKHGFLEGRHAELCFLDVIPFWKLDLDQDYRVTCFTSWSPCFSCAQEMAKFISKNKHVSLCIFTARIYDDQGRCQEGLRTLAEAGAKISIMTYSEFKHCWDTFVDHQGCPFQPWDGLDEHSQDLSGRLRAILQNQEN
mIAP inh: mouse IAP inhibition; purified mouse IAP, CDP-Star luminescence, 30 min; inhibition, % at 10 µM; 330,000 compounds, 0.2% hits; AID 2806;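 active = inhibition of at least 40% at 10 µM in the primary screen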;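 note: plate controls were DMSO with enzyme for no effect and no enzyme wells for full effect; values of inactives mirror those of a sister screen read the other way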
MPTP inh: inhibitors of mitochondrial permeability transition pore. isolated mouse mitochondria, Ca2+ swelling absorbance, 30 min. inhibition, % at 10 µM. 360,000 compounds, 1.4% hits. AID 602449;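 active = inhibition of 50% or more, scaled per plate between neutral and stimulator controls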;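 note: 0% = DMSO wells given calcium and 100% = 1 mM EGTA wells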
APOBEC3A inh: human APOBEC3A DNA deaminase inhibition | P31941 | recombinant A3A, FAM/TAMRA ssDNA deamination fluorescence | inhibition, % at 20 µM | 330,000 compounds, 0.41% hits | AID 493011;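 active = at least 40% inhibition at 20 µM here, with at most 30% in a related deaminase screen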;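 note: plate controls were A3A with DMSO for no effect and wells lacking A3A enzyme for full effect; some results filed as inactive read as strong as hits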
mIAP activ: increases mouse intestinal alkaline phosphatase activity; 330,000 compounds, 0.24% hits; activation factor at 10 µM; muIAP, CDP-Star luminescence, 30 min; hits give high values; 1 = vehicle-only enzyme signal, 0 = enzyme-free wells; AID 2805;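 active = activation factor of at least 2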; note: the source names both 10 and 20 µM as test concentration; values of inactives mirror those of a sister screen read the other way
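Assay system: mouse IAP enzyme; Reagent: CDP-Star chemiluminescent phosphatase substrate; Compound: DMSO-dissolved test compounds; Incubation: 30 min, room temperature; Technique: luminescence from enzymatic CDP-Star hydrolysis; Controls: DMSO-only wells and no-enzyme negative control.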
Starred values were filed as active, the others as inactive; . = not tested or not shown. Rows were taken by chance, and some 5% of all compounds hit somewhere here.

SMILES	hIAP act	hIAP block	GRIN3A LBD mod	beta cell repl	A3G deaminase	mIAP inh	MPTP inh	APOBEC3A inh	mIAP activ
O=C(O)CC(SCC(=O)Nc1ccc(Br)cc1)C(=O)O (stereo not given)	1.1	-9	-4	0	-8	5	-2.3	-4	0.95
N/C(=N\OC(=O)CCn1cccc(C(F)(F)F)c1=O)c1ccc(OC(F)(F)F)cc1	1	-4	0	-3	1	5	3.1	2	0.95
O=C1C2=C(c3ccccc31)[N+](=O)C1CCCCC1N2[O-] (stereo not given)	1	-1	0	0	-9	9	0.6	-7	0.91
Cc1sc2ncn(CC(=O)NCCCC(=O)N3CCC(C(N)=O)CC3)c(=O)c2c1C	1.1	-8	-1	-2	-5	0	-0.3	0	1
CCOC(=O)c1c(C)c(C(=O)N2CCCCCC2)c(C)n1CC	0.91	9	4	-2	-5	5	-0.2	-3	0.95
O=C(CSc1cccc[n+]1[O-])NC1CCCCC1	0.91	9	-2	0	-7	-3	1.5	-6	1
C=CCC[C@@H](Cc1ccc(F)cc1)C(=O)OCCNC(=O)[C@@H](CC=C)CC(=O)N[C@H](CO)Cc1ccccc1	1	-4	-1	-4	-6	-38	0.4	-2	1.4
COc1ccc(/C=N/NC(=O)c2cc(-c3ccc(C)cc3C)nc3ccccc23)cc1COC(C)=O	1.1	-12	1	3	-10	5	5.0	-6	0.95
CNc1ccn(C2CCCO2)c(=O)n1 (stereo not given)	0.95	5	5	-5	-6	0	0.9	-3	1
O=C(NNc1ccccn1)C(c1ccccc1)c1ccccc1	1.4	-38	-4	0	1	6	1.7	5	0.94
CCc1ccc(C(=O)COC(=O)CNC(=O)CNS(=O)(=O)c2ccccc2)cc1	1.1	-8	1	4	-4	3	-0.6	-2	0.97
CN(C)CCCNC(=S)N1CCN(c2nc(-c3ccccc3)cs2)CC1	1.7	-73	1	-3	-5	-12	3.1	1	1.1
COC(=O)Cc1cc(=O)[nH]c(/N=C(\N)Nc2ccc(C)cc2)n1	1.3	-34	1	-1	-2	-6	-0.8	-6	1.1
COc1ccc(C(=O)Nc2ccc(N3CCN(C(=O)c4ccccc4C)CC3)cc2)cc1	1.3	-34	-5	-4	-4	0	-0.1	-5	1
O=C(CCC(=O)N1CCOc2ccccc21)NCCCN1CCOCC1	1.1	-10	-3	1	-5	3	-1.8	-6	0.97
O=S(=O)(c1ccc(Cl)s1)N1CCNCC1	0.92	8	0	-1	-5	-3	-0.1	-2	1
COc1ccc(CCN2C(=O)c3[nH]nc(-c4ccccc4O)c3C2c2cccc(O)c2)cc1OC (stereo not given)	1.7	-72	-12	-5	-3	11	1.2	3	0.89
COCCNC(=O)/C(C#N)=C\c1ccc(CNS(=O)(=O)c2ccccc2)o1	1	-4	1	-2	-5	-5	-1.3	-2	1
Cc1ccc(C)c(C(=O)CCC(=O)NCc2ccc(Cl)cc2)c1	0.96	4	-2	-4	-4	-4	0.8	1	1
CC(=O)c1ccc(NC(=O)c2cc(S(=O)(=O)N3CCOCC3)ccc2C)cc1	1	-2	3	-4	-7	2	-1.0	-2	0.98
Cc1cc(C)c(C#N)c(N2CCSCC2)n1	0.94	6	2	3	-2	7	-0.5	0	0.93
CC(=O)N1CCN(S(=O)(=O)c2cccc(C(=O)Nc3ccccc3N3CCOCC3)c2)CC1	0.9	10	0	-3	-4	2	-3.4	4	0.98
Cc1ccc2c(Cl)cc(Cl)c(OCC(=O)NC3CCS(=O)(=O)C3)c2n1 (stereo not given)	0.91	9	7	1	-4	6	-4.9	1	0.94
Cc1ccc(C)n1NC(=O)c1ccc(Cl)cc1Cl	0.97	3	1	-3	0	-11	0.1	-3	1.1
N#CCSc1nnc(-c2cccnc2)n1-c1ccccc1	1.3	-28	0	0	-6	-6	-0.1	-6	1.1
Cc1cc(C)nc(OC(C(=O)O)C(OCCc2ccccc2)(c2ccccc2)c2ccccc2)n1 (stereo not given)	1.3	-27	-1	-1	-3	14	2.2	-2	0.86
CCN(CC(=O)Nc1ccc2c(c1)OCCO2)C(=O)/C=C/c1ccccc1	1.1	-5	-1	-2	-6	-4	-1.0	0	1
CNC(=O)C1CC(=O)N(Cc2ccccc2)C(=Nc2ccc(OC)cc2)S1 (stereo not given)	1	-3	1	-2	3	-4	0.5	2	1
CC(=O)N1CCc2ccc(S(=O)(=O)N3CCN(C)CC3)cc21	0.99	1	-2	-1	-8	-9	0.0	-1	1.1
NC(=O)CSc1nc(C2CC2)nc2sc3c(c12)CCCC3	0.89	11	0	-3	-9	-9	-0.2	-5	1.1
COC(=O)C1(NC(=O)NC2CCCCC2)CCCCC1	1.2	-15	0	0	-7	-4	0.0	-3	1
COC(=O)Cn1cnc2sc3c(c2c1=O)CCCC3	1.1	-7	-1	2	-6	8	-1.5	-1	0.92
Cc1ccc(Nc2nc(C(=O)NCCCN3CCOCC3)cs2)cc1	0.96	4	0	4	-12	9	-0.1	-4	0.91
O=S(=O)(c1cccc(F)c1)N1CCc2sccc2C1c1ccc(OC(F)(F)F)cc1 (stereo not given)	0.95	4	2	-3	-4	3	2.4	0	0.97
C=CCNCCOCCOc1ccc(C)cc1Br	1.2	-20	-1	0	-7	-4	38	-7	1
CN(C)/C=C1\SC(=S)N(N2C(=O)C3C4C=CC(C4)C3C2=O)C1=O (stereo not given)	1.1	-13	1	-1	-6	0	-0.6	3	1
O=C(N/N=C/C=C/c1ccc([N+](=O)[O-])cc1)c1cccs1	1.1	-6	-1	-3	2	7	-0.2	22	0.93
O=C1CSC(c2ccc(Cl)c(Cl)c2)N1c1nccs1 (stereo not given)	1	-3	0	-4	1	19	-1.3	-1	0.81
CCN(CC(=O)NCc1ccc(F)cc1)C(=O)/C=C/c1ccc(S(=O)(=O)N(CC)CC)cc1	0.99	1	4	-3	-9	1	0.7	-1	0.99
Cc1occc1C(=O)Nc1ccc2ccccc2c1	1	-2	24*	-2	-1	-2	-3.7	5	1
O=C(N/N=C/c1[nH]c2ccccc2c1Cl)c1cccc(Br)c1	1	-2	12*	-1	-5	9	15	-5	0.91
CCO/C(=C/c1sc2ccc(OC)cc2[n+]1CCCS(=O)(=O)[O-])CC	1.1	-6	1	2	1	-18	-1.4	-2	1.2
O=C(COC(=O)Cc1ccccc1F)NCCNC(=O)COC(=O)Cc1ccccc1F	0.99	0	3	2	-8	-4	0.3	-1	1
Cc1nnc(SCC(=O)Nc2sccc2C#N)s1	0.91	9	4	-4	11	3	-0.8	6	0.97
CC(C)(C)CC(=O)Nc1cc2c3c(c1)CCC(=O)N3CCC2	0.87	13	3	-1	-3	-9	-0.4	-3	1.1
CCc1ccc(NC(=O)Cn2cccc2)cc1	1	-4	0	2	-9	13	0.1	-6	0.87
Cc1nc(C(=O)N(C)C)nn1-c1ccc(Cl)cc1Cl	0.98	2	1	-3	0	-2	1.5	1	1
Cc1ccc(Cl)cc1N1CCN(C(=O)CCS(=O)(=O)c2ccc3c(c2)NC(=O)CO3)CC1	1.2	-18	-3	0	-1	4	-1.7	0	0.96
NC(=O)C1CCN(c2ncnc3c2c(-c2ccccc2)cn3-c2ccccc2)CC1	0.97	3	-2	-5	-5	-13	-3.8	-2	1.1
CCOC(=O)/C(=N/Nc1ccccc1)c1csc(Nc2ccccc2)n1	0.99	1	26*	-4	-6	17	12	-2	0.83
O=C(CCN1C(=O)S/C(=C\c2ccccc2)C1=O)Nc1ccc(S(=O)(=O)Nc2nccs2)cc1	1.2	-17	8	-3	-2	10	3.2	-2	0.9
C=CCN(CC=C)S(=O)(=O)c1ccc(NC(=S)NC(=O)/C=C/c2ccccc2)cc1	1.2	-18	0	-2	-6	15	6.9	-7	0.85
COc1ccccc1NC(=S)N(Cc1ccco1)Cc1cc2cc(C)cc(C)c2[nH]c1=O	1.1	-8	-11	-5	-9	-2	-1.4	-2	1
CCOc1ccc(OCCC(=O)N(CC(=O)Nc2ccccc2C(F)(F)F)Cc2ccco2)cc1	1	-2	-3	-2	-3	-4	-2.5	8	1
COc1ccc(C(=O)NNC(=O)Cc2ccc(Cl)cc2)cc1	1.6	-58	-1	-2	1	-13	-0.7	-2	1.1
Oc1c(Cl)cc(Cl)cc1/C=C/c1ccc2cccc(O)c2n1	1.5	-50	25*	-5	-30	13	98*	-19	0.87
Cc1ccc(S(=O)(=O)N2CCOCC2)cc1NC(=O)COC(=O)CCC(=O)c1cccs1	1	-2	-1	1	0	-4	-1.4	0	1
CNC(=S)NNC(=O)CSCc1c(Cl)cccc1Cl	1.6	-56	0	-2	-3	8	0.9	-1	0.92
Cc1cc(C(=O)NNc2c(Cl)cccc2Cl)n(C(C)(C)C)n1	1.1	-6	-1	-2	-2	2	1.4	1	0.98
O=C(OC1CCOC1=O)c1cncc(Br)c1 (stereo not given)	1.1	-7	-2	-2	1	24	-2.2	6	0.76

Gathered by group, the entries above with an aryl thioether with sulfur outside any ring
SMILES	hIAP act	hIAP block	GRIN3A LBD mod	beta cell repl	A3G deaminase	mIAP inh	MPTP inh	APOBEC3A inh	mIAP activ
O=C(CSc1cccc[n+]1[O-])NC1CCCCC1	0.91	9	-2	0	-7	-3	1.5	-6	1
N#CCSc1nnc(-c2cccnc2)n1-c1ccccc1	1.3	-28	0	0	-6	-6	-0.1	-6	1.1
NC(=O)CSc1nc(C2CC2)nc2sc3c(c12)CCCC3	0.89	11	0	-3	-9	-9	-0.2	-5	1.1
Cc1nnc(SCC(=O)Nc2sccc2C#N)s1	0.91	9	4	-4	11	3	-0.8	6	0.97

New compounds follow.
SMILES	hIAP act	hIAP block	GRIN3A LBD mod	beta cell repl	A3G deaminase	mIAP inh	MPTP inh	APOBEC3A inh	mIAP activ
O=C(COc1ccc(Cl)cc1Cl)OCC(=O)c1ccc[nH]1	1	-2	1	0	-8	-5	0.8	-2	1
CCOc1ccccc1N(CC(=O)NCC1CCCO1)C(=O)CCC(=O)Nc1cc(C)on1 (stereo not given)	0.93	7	1	2	-14	-7	0.5	-2	1.1
Cc1sc2ncnc(SCC(=O)N3CCCC3=O)c2c1C	0.97	3	-1	-1	-4	-1	0.3	-1	1
Cc1cc(C)c(S(=O)(=O)NCCCn2ccnc2)cc1C	1.2	-20	0	-2	-4	-5	-1.5	-5	1.1
Cc1ccc2c(c1)C1CCCC3C1N2CC(=O)N3Cc1ccccc1 (stereo not given)	0.9	10	.	-3	-3	17	.	-3	0.83
CC(=O)N1CCC(C(=O)NC2CCCc3c2cnn3-c2cc(F)cc(F)c2)CC1 (stereo not given)	1.1	-10	0	-2	-7	-3	1.4	-1	1
CCCn1nc(NS(=O)(=O)c2ccccc2)c2cc3cc(C)ccc3nc21	0.91	9	-4	-3	-7	5	0.5	-1	0.95
CN(CCc1ccccn1)Cc1ccc(Cl)cc1	0.84	16	0	-2	-3	6	0.8	1	0.94
Cc1cc(N2CC(C)OC(C)C2)n2cc(-c3ccccc3)nc2n1 (stereo not given)	0.97	3	0	-4	-14	4	-0.6	0	0.96
Cc1nn(C)c(C)c1S(=O)(=O)NC1CCCc2ccccc21 (stereo not given)	1.1	-6	-22	-2	-1	-6	3.2	0	1.1
O=C(O)c1cc(NS(=O)(=O)c2ccc(F)cc2)cc(NS(=O)(=O)c2ccc(F)cc2)c1	0.95	5	-1	0	-5	-8	-0.6	2	1.1
O=C(COC(=O)C1=COCCO1)NCc1ccc(Cl)cc1	1	-1	0	-3	-6	-11	-1.2	-6	1.1
Cc1cc2ccccc2n2c(SCC(=O)NCC3CCCO3)nnc12 (stereo not given)	0.92	8	-1	0	-6	2	.	-9	0.98
